RBBP9 inhibitor = human RBBP9 hydrolase inhibition. O75884. recombinant RBBP9, FP-Rh probe fluorescence polarization. inhibition, % at 7.94 µM. 220,000 tested, 0.2% active;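 active means inhibition above the campaign mean of all tested compounds plus 3 SD, cut at about 14% in these data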;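 further: plate controls were DMSO wells with RBBP9 for no effect and wells lacking RBBP9 protein for full effect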
Target sequence (O75884 whole entry, looked up): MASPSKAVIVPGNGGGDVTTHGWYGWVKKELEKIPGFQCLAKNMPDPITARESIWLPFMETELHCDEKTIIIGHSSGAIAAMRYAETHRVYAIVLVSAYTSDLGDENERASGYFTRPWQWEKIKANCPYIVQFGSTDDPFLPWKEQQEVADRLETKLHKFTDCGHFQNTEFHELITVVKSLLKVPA
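Material: RBBP9 protein. Amount: RBBP9 at 2.5 µM in dispensed solution, before mixing. Schedule: 30 min then 45 min, 25 °C. Medium: Tris buffer pH 8.0, NaCl, Pluronic. Measured by: fluorescence polarization. Measure: percent inhibition from mP, scaled between DMSO and no-protein wells. Replication: one well per compound.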
CHOP inh = blocks CHOP induction under ER stress. CHO-K1 CHOP-promoter luciferase, tunicamycin-induced, 15-18 h. inhibition, % at 10 µM. 220,000 tested, 3.8% active;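 active means compounds that reduced the stress-induced luciferase reporter signal by more than about 70% of percent inhibition, limit read from the data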;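 further: 0% = tunicamycin plus vehicle and 100% = wells without tunicamycin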
TNF necrop inh = TNF-alpha cell death inhibition in Jurkat FADD-/- cells; Jurkat FADD-/- TNF necroptosis rescue, ATP luminescence, 24 h; 0 = TNF only, 100 = no-TNF cells; activation (protection from cell death), % at 10 µM; 220,000 tested, 0.068% active;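 active means activation, meaning protection from cell death, of at least 50% relative to plate controls; inactive means activation below 50%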;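 further: necroptosis triggered by 40 ng/mL TNF-alpha added together with compound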
TRPML3 ag = activates the human TRPML3 channel; HEK293 TRPML3-YFP, Fluo-8 calcium fluorescence; 100% = the carbachol control signal; activation, % at 3 µM; 220,000 tested, 0.29% active;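 active means activation above its plate's cutoff, the mean activation of the plate's test wells plus 3 SD, cut at about 12% in these data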;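 further: 0% = DMSO only wells and 100% = carbachol wells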
Target sequence (Q8TDD5 whole entry, looked up): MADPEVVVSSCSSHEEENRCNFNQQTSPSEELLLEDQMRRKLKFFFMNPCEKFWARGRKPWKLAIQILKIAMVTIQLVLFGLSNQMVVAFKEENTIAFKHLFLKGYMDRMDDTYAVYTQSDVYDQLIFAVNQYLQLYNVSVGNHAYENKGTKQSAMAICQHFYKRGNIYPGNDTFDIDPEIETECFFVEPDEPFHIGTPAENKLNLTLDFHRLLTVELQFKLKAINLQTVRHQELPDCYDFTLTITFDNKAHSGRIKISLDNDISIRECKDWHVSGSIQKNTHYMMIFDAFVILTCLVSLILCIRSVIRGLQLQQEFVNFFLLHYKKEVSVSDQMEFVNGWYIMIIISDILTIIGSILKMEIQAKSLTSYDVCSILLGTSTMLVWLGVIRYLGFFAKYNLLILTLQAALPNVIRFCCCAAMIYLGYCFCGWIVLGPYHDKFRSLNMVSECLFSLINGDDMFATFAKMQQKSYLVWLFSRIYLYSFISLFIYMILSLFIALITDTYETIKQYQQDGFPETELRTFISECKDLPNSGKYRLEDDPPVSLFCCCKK
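Test system: TRPML3-YFP stable HEK293 cells. Doses: single point at 3 µM. Incubation: dye loading 1 h 37 °C then 30 min ambient, 125 s read. Signal: Fluo-8 calcium dye fluorescence, ex 470-495, em 515-575 nm. Measure: percent activation from peak-to-basal fluorescence ratio, scaled between DMSO and carbachol.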
BaF3 parental = counter-screen for JAK2V617F inhibitors: parental Ba/F3 viability inhibitors; CellTiter-Glo ATP luminescence; inhibition, % at 5.6 µM; 220,000 tested, 1.1% active; AID 1486;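 active means inhibition above a per-campaign cutoff, the mean inhibition of all tested compounds plus 3 SD, cut at about 27% in these data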;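 further: 0% = DMSO wells and 100% = JAK Inhibitor I control wells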
PPC-1+TRAIL kill = kills PPC-1 cancer cells in the presence of TRAIL. PPC-1 cells + TRAIL, ATPLite viability luminescence. cell killing (% activity), % at 4 µM. 220,000 tested, 0.41% active. AID 1443;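 active means cell killing above 50% in the first pass at 4 µM, then a duplicate retest at 5 µM averaging 50% or more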;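 further: plate controls were cells with TRAIL plus DMSO for no effect and medium-only wells lacking cells for full effect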
Ba/F3 V617F tox = loss of viability in JAK2V617F-driven Ba/F3 cells; 220,000 tested, 1.1% active; AID 1446; inhibition, % at 5.6 µM; Ba/F3 EpoR-JAK2V617F viability, ATP luminescence;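 active means inhibition above the campaign mean plus 3 SD over all tested compounds, cut at about 24% in these data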;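 further: cytokine-independent growth of Ba/F3 cells driven by EpoR plus mutant JAK2; 0% = DMSO-treated cells and 100% = JAK inhibitor I control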
zfTRPN1 agonist = agonists of zebrafish TRPN1 channel; HEK293 zebrafish TRPN1-YFP, Fluo-8 calcium fluorescence; 100% = response to 87 µM carbachol; activation, % at 3 µM; 220,000 tested, 0.18% active;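 active means activation above its plate's cutoff, the mean activation of test wells on that plate plus 3 SD, cut at about 19% in these data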;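 further: 0% = DMSO alone and 100% = 87 µM carbachol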
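Material: zebrafish TRPN1-YFP in HEK293 cells; Doses: single test compound dose, 3 µM nominal, 0.3% DMSO; Timing: dye loading 1 h at 37 °C, then 30 min room temperature; Technique: intracellular calcium fluorescence with Fluo-8; Benchmarks: high carbachol 87 µM, low DMSO alone.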
Wee1 degr inh = inhibitors of human Wee1 degradation; P30291; HeLa Luc-Wee1K328M stability, luciferase luminescence; 100% = proteasome inhibitor MG132 effect; reporter increase, % at 5 µM; 220,000 tested, 1.2% active; AID 1321;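 active means activation above the mean of all tested compounds plus 3 SD, set per screening run, cut at about 8.8% in these data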;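 further: cells exposed to compound for 20 h before luminescence read; 0% = DMSO alone and 100% = MG132 at 30 µM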
* hit, by the source's call.

For CCOc1ncccc1C(=O)OCc1ccc([N+](=O)[O-])cc1 the results were RBBP9 inhibitor 3.0, CHOP inh 9.6, TNF necrop inh 0.7, TRPML3 ag 0.7, BaF3 parental 9.9, PPC-1+TRAIL kill 5.8, Ba/F3 V617F tox 4.8, zfTRPN1 agonist -2.2 and Wee1 degr inh -1.1.
Screening Cc1ccccc1OCCc1c(C)[nH]c(=S)[nH]c1=O returned RBBP9 inhibitor -9.4, CHOP inh -2.0, TNF necrop inh -17.5, TRPML3 ag 1.0, BaF3 parental 75.2*, PPC-1+TRAIL kill 10.0, Ba/F3 V617F tox 72.5*, zfTRPN1 agonist -1.1 and Wee1 degr inh -1.3.
CN(C)c1ccnc2sc(C(=O)NCc3ccccc3)c(N)c12 was read as RBBP9 inhibitor -2.2, CHOP inh -8.4, TNF necrop inh 1.2, TRPML3 ag -0.3, BaF3 parental 0.5, PPC-1+TRAIL kill 9.9, Ba/F3 V617F tox -4.0, zfTRPN1 agonist -1.3 and Wee1 degr inh -2.3.
For COc1ccc(N(C)S(=O)(=O)c2cccc(C(=O)Nc3nnc(C4CC4)s3)c2)cc1 the results were RBBP9 inhibitor -6.9, CHOP inh -0.6, TNF necrop inh 1.7, TRPML3 ag 0.7, BaF3 parental 3.1, PPC-1+TRAIL kill 11.7, Ba/F3 V617F tox -1.8, zfTRPN1 agonist 1.1 and Wee1 degr inh -0.3.
`COc1ccc(CNC(=O)C(c2ccco2)N(Cc2ccccc2)C(=O)Cc2cccs2)cc1` (configuration not stated) gave RBBP9 inhibitor 2.5, CHOP inh 6.7, TNF necrop inh -4.1, TRPML3 ag 0.3, BaF3 parental -0.3, PPC-1+TRAIL kill 4.4, Ba/F3 V617F tox -0.3, zfTRPN1 agonist 0.6 and Wee1 degr inh -2.2.
For Cc1cc(C)n(CC(O)COc2c(C)cccc2C)n1 (configuration not stated) the results were RBBP9 inhibitor -10.4, CHOP inh -3.3, TNF necrop inh 0.0, TRPML3 ag -0.1, BaF3 parental 3.0, PPC-1+TRAIL kill -2.5, Ba/F3 V617F tox 2.8, zfTRPN1 agonist 0.4 and Wee1 degr inh -2.1.
Screening O=C(O)c1cc2n(n1)C(C(F)(F)F)CC(c1ccco1)N2 (configuration not stated) returned RBBP9 inhibitor -2.1, CHOP inh -0.3, TNF necrop inh -1.8, TRPML3 ag 1.5, BaF3 parental 4.9, PPC-1+TRAIL kill 1.2, Ba/F3 V617F tox -1.8, zfTRPN1 agonist -0.5 and Wee1 degr inh -3.5.
COc1ccc(Oc2nnc(-c3ccc(C)cc3)c3ccccc23)cc1 was read as RBBP9 inhibitor -8.0, CHOP inh 83.3*, TNF necrop inh -5.7, TRPML3 ag 0.8, BaF3 parental 3.4, PPC-1+TRAIL kill 5.7, Ba/F3 V617F tox -3.0, zfTRPN1 agonist 0.7 and Wee1 degr inh -3.0.
Screening Cc1cc(N)n(-c2nc3ccccc3s2)n1 returned RBBP9 inhibitor 3.6, CHOP inh -1.7, TNF necrop inh -3.4, TRPML3 ag -0.4, BaF3 parental 7.2, Ba/F3 V617F tox 0.0, zfTRPN1 agonist -0.4 and Wee1 degr inh 3.3.
`Cc1nn(C(C)(C)C)c(OC(=O)c2ccco2)c1Sc1ccccc1` gave RBBP9 inhibitor 7.7, CHOP inh 74.8*, TNF necrop inh -0.7, TRPML3 ag 0.6, BaF3 parental 6.9, PPC-1+TRAIL kill 8.7, Ba/F3 V617F tox -1.4, zfTRPN1 agonist -0.6 and Wee1 degr inh -0.1.
`Cn1ncc(Cl)c1C(=O)NCc1cc(C(C)(C)C)n[nH]1` gave RBBP9 inhibitor -2.2, CHOP inh -1.6, TNF necrop inh 3.5, TRPML3 ag 0.7, BaF3 parental -1.7, PPC-1+TRAIL kill 23.8, Ba/F3 V617F tox -2.8, zfTRPN1 agonist 4.1 and Wee1 degr inh 2.1.
Screening C/C(CC(=O)NCc1ccco1)=N\NC(=O)Cc1ccc(-c2ccccc2)cc1 returned RBBP9 inhibitor -11.3, CHOP inh 12.7, TNF necrop inh 1.5, TRPML3 ag 0.2, BaF3 parental 5.4, PPC-1+TRAIL kill 18.4, Ba/F3 V617F tox 2.2, zfTRPN1 agonist -0.6 and Wee1 degr inh -2.3.
Screening COc1ccc(CNC(=O)c2ccc(NS(=O)(=O)c3c(C)noc3C)cc2)cc1 returned RBBP9 inhibitor 1.5, CHOP inh 22.9, TNF necrop inh 0.0, TRPML3 ag 0.5, BaF3 parental 2.8, PPC-1+TRAIL kill -5.5, Ba/F3 V617F tox -2.9, zfTRPN1 agonist 1.0 and Wee1 degr inh -2.4.
`O=C(/C=C/c1cc([N+](=O)[O-])ccc1OC(F)F)NCc1ccc(Cl)cc1` gave RBBP9 inhibitor -8.0, CHOP inh 58.3, TNF necrop inh 2.2, TRPML3 ag -0.9, BaF3 parental 0.2, PPC-1+TRAIL kill -2.7, Ba/F3 V617F tox -3.2, zfTRPN1 agonist -1.4 and Wee1 degr inh 0.9.
Screening Cc1nc(NC(=O)/C=C/c2ccccc2)sc1C(=O)Nc1ccc(Cl)cc1 returned RBBP9 inhibitor -4.1, CHOP inh 88.0*, TNF necrop inh -2.5, TRPML3 ag 0.7, BaF3 parental 8.0, PPC-1+TRAIL kill 20.3, Ba/F3 V617F tox 0.1, zfTRPN1 agonist 0.9 and Wee1 degr inh 0.4.
Screening CCOC(=O)/C(C#N)=N/Nc1c(C)n(C)n(-c2ccccc2)c1=O returned RBBP9 inhibitor -1.4, CHOP inh 11.5, TNF necrop inh 0.7, TRPML3 ag 0.6, BaF3 parental 6.5, PPC-1+TRAIL kill 8.0, Ba/F3 V617F tox -0.5, zfTRPN1 agonist 0.8 and Wee1 degr inh 0.8.
COc1ccc(-c2csc(NC(=O)CN3C(=O)CCC3=O)n2)cc1OC was read as RBBP9 inhibitor -5.8, CHOP inh -0.7, TNF necrop inh 1.3, TRPML3 ag 1.0, BaF3 parental 7.1, PPC-1+TRAIL kill 27.3, Ba/F3 V617F tox 2.7, zfTRPN1 agonist 1.4 and Wee1 degr inh 10.7*.
For Cc1oc(S(=O)(=O)N2CCCC2)cc1C(=O)Nc1ccccc1 the results were RBBP9 inhibitor -15.4, CHOP inh -6.8, TNF necrop inh 2.9, TRPML3 ag 0.0, BaF3 parental 0.1, PPC-1+TRAIL kill 11.6, Ba/F3 V617F tox -2.9, zfTRPN1 agonist 1.7 and Wee1 degr inh 0.0.
`Cc1ccnc(SCC(=O)O)n1` gave RBBP9 inhibitor -3.5, CHOP inh -8.6, TNF necrop inh 0.0, TRPML3 ag 0.9, BaF3 parental 4.1, PPC-1+TRAIL kill 10.5, Ba/F3 V617F tox 0.9, zfTRPN1 agonist 1.5 and Wee1 degr inh 1.4.
For Cc1sc(NC(=S)NC(=O)c2cccs2)nc1-c1ccc(CC(C)C)cc1 the results were RBBP9 inhibitor -10.1, CHOP inh 3.4, TNF necrop inh -2.3, TRPML3 ag 1.1, BaF3 parental 3.4, PPC-1+TRAIL kill 9.4, Ba/F3 V617F tox 0.4, zfTRPN1 agonist -0.1 and Wee1 degr inh 1.4.
For CC1CCCN(C(=S)Nc2ccc(S(=O)(=O)N3CCCCC3)cc2)C1 (configuration not stated) the results were RBBP9 inhibitor -8.7, CHOP inh 3.5, TNF necrop inh 1.8, TRPML3 ag 1.1, BaF3 parental -1.1, PPC-1+TRAIL kill 5.2, Ba/F3 V617F tox 0.3, zfTRPN1 agonist 8.1 and Wee1 degr inh 1.6.
`Cc1nn(CC#N)c(=O)n1-c1cccc(F)c1` gave RBBP9 inhibitor -4.0, CHOP inh 17.2, TNF necrop inh 4.9, TRPML3 ag 0.8, BaF3 parental 1.9, PPC-1+TRAIL kill -6.5, Ba/F3 V617F tox -4.3, zfTRPN1 agonist -0.7 and Wee1 degr inh 0.1.
For CCOC(=O)c1ccc(NC(=O)NC2CC3CCC(C2)N3Cc2nnnn2Cc2ccco2)cc1 (configuration not stated) the results were RBBP9 inhibitor -0.7, CHOP inh 3.2, TNF necrop inh 1.7, TRPML3 ag -0.6, BaF3 parental -1.0, PPC-1+TRAIL kill 11.2, Ba/F3 V617F tox -4.3, zfTRPN1 agonist -1.5 and Wee1 degr inh 1.0.
COc1ccc(-c2csc(N3CCN(C(=O)c4ccccc4)CC3)n2)cc1 was read as RBBP9 inhibitor -0.2, CHOP inh 17.9, TNF necrop inh -1.5, TRPML3 ag 1.0, BaF3 parental 2.6, PPC-1+TRAIL kill 18.6, Ba/F3 V617F tox -2.2, zfTRPN1 agonist 0.2 and Wee1 degr inh 3.6.
For CCn1cc(C(=O)NC(=S)Nc2cccc(O)c2)cn1 the results were RBBP9 inhibitor -9.4, CHOP inh 34.8, TNF necrop inh -1.6, TRPML3 ag 0.8, BaF3 parental 7.8, PPC-1+TRAIL kill 11.0, Ba/F3 V617F tox 1.9, zfTRPN1 agonist -0.3 and Wee1 degr inh 3.0.
Screening O=C(c1ccc2c(c1)C(=O)N(c1ccc(Cl)cc1)C2=O)N1CCN(c2ccccn2)CC1 returned RBBP9 inhibitor -3.9, TNF necrop inh -0.1, TRPML3 ag -0.2, BaF3 parental 2.6, Ba/F3 V617F tox -2.3, zfTRPN1 agonist 0.6 and Wee1 degr inh -1.9.
`CCN1CCCC(OC(=O)c2cc(-c3ccc(C)cc3)nc3ccccc23)C1` (configuration not stated) gave RBBP9 inhibitor 3.1, CHOP inh 28.9, TNF necrop inh 3.6, TRPML3 ag -0.3, BaF3 parental -0.7, PPC-1+TRAIL kill 13.2, Ba/F3 V617F tox -1.2, zfTRPN1 agonist -0.5 and Wee1 degr inh -1.4.
Cc1ccccc1CN(c1ccc(C(=O)Nc2cccnc2)cc1)S(C)(=O)=O was read as RBBP9 inhibitor 0.9, CHOP inh -1.0, TNF necrop inh 2.7, TRPML3 ag 2.0, BaF3 parental 1.7, PPC-1+TRAIL kill 17.6, Ba/F3 V617F tox -2.3, zfTRPN1 agonist 0.1 and Wee1 degr inh 3.2.
`CSc1ccc(/C=C/C(=O)OCC(=O)NC(C)C)cc1` gave RBBP9 inhibitor -2.5, CHOP inh 8.7, TNF necrop inh 1.6, TRPML3 ag 1.4, BaF3 parental -0.3, PPC-1+TRAIL kill 14.7, Ba/F3 V617F tox -3.3, zfTRPN1 agonist 1.1 and Wee1 degr inh -0.5.
For Cc1ccc([N+](=O)[O-])c(C(=O)Nc2cccnc2Cl)c1 the results were RBBP9 inhibitor -4.5, CHOP inh 23.8, TNF necrop inh 0.0, TRPML3 ag 0.6, BaF3 parental 7.6, PPC-1+TRAIL kill 19.0, Ba/F3 V617F tox 5.5, zfTRPN1 agonist 1.6 and Wee1 degr inh -0.4.
For CCOC(=O)CSc1ncnc2c1sc1nc(N3CCOCC3)c3c(c12)CCCC3 the results were RBBP9 inhibitor -1.3, CHOP inh 2.8, TNF necrop inh 0.5, TRPML3 ag 0.1, BaF3 parental -0.4, PPC-1+TRAIL kill -22.8, Ba/F3 V617F tox -2.3, zfTRPN1 agonist -0.5 and Wee1 degr inh 2.9.

Random draw from the library; 6.8% or so of the library scored in one or more.
